High-throughput results (PubChem)
USP1 inh: USP1/UAF1 (human) deubiquitinase inhibition. recombinant USP1/UAF1, Ub-Rhodamine cleavage fluorescence. Potency, µM (top dose mostly 57.1 µM), inactives show at the top dose activity change, negative = inhibition, most hits filed as inhibitors. 390,000 tested, 0.23% active; also: potency is read from the fitted curve at half-maximal effect; % is scaled to controls: 0 for no effect and ±100 for the full control effect; nearly all actives have a fitted effect of over 60% in size; inactives centre near -12
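USP1/UAF1 complex (1 nM) preincubated 15 min at room temperature with compound, then Ub-Rho substrate (150 nM final) added. Kinetic fluorescence at 480/540 nm over 6 reads at 60 s intervals; 50 mM HEPES pH 7.8, 0.5 mM EDTA, 0.1 mg/ml BSA, 1 mM TCEP, 0.01% Tween-20.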
RXFP1 ag: RXFP1 (human) receptor agonism; Q9HBX9; HEK293T-RXFP1 cAMP TR-FRET, 30 min; response scale: percent of porcine relaxin response, buffer zero; Potency, µM (top dose mostly 57.5 µM), for inactives: top-dose activation, hits mostly activators; 370,000 tested, 0.3% active; also: potency is read from the fitted curve at half-maximal effect; % is scaled to controls: 0 for no effect and ±100 for the full control effect; nearly all actives have a fitted effect of over 60% in size; many of its hits are not listed in these tables
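HEK293 cells stably expressing RXFP1, treated 30 min at 37C with compounds plus PDE4 inhibitor Ro 20174; cAMP measured by HTRF TR-FRET. Normalized to buffer and 29 nM porcine relaxin; EC50 by Hill fit.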
Vif-A3G inh: blocks the Vif interaction with human APOBEC3G. Q9HC16. HeLa A3G-eYFP + Vif (tagged APOBEC3G with the HIV-1 protein that degrades it), YFP fluorescence, overnight. Potency, µM (series often up to 46.1 µM), inactives show at the top dose activity, negative = active, hits mostly inhibitors. 410,000 tested, 0.076% active. AID 602310;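 also: potency is read from the fitted curve at half-maximal effect; % is scaled to controls: 0 for no effect and ±100 for the full control effect; nearly all actives have a fitted effect of over 60% in size; hits raise eYFP signal because A3G escapes Vif-driven loss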
Target sequence (Q9HC16 whole entry, looked up): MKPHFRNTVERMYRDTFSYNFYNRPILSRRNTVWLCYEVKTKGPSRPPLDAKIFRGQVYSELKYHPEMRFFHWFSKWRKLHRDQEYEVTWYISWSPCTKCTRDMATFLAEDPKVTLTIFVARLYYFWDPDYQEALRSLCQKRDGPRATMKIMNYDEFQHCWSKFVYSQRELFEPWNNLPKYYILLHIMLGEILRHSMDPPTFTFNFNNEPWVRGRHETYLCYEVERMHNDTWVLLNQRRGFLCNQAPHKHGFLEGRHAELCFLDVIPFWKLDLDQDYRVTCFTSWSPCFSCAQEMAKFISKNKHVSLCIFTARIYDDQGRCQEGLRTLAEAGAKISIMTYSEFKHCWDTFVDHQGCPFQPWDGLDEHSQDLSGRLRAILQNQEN
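Read-out is eYFP fluorescence (Ex 488/Em 500-530) from Vif-expressing HeLa A3G-eYFP cells; more signal means A3G escaped Vif-mediated degradation. Cells plated overnight, compound pinned in, incubated overnight at 37 deg C.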
Vif-A3F inh: inhibitors of Vif-A3F interaction; HeLa A3F-eYFP + Vif (tagged APOBEC3F with the HIV-1 protein that degrades it), YFP fluorescence increase; Potency, µM (top dose mostly 46.1 µM), without a hit: top-dose activity, negative = active; 390,000 tested, 0.2% active; AID 602313; also: potency is read from the fitted curve at half-maximal effect; % of control where 0% means no effect; nearly all actives have a fitted effect of over 65% in size
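HeLa cells stably expressing A3F-eYFP plus Vif, plated and incubated overnight at 37 deg C, then exposed to compounds overnight at 37 deg C. Blocked degradation read as raised yellow fluorescence (Ex 488/Em 500-530).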
mIDH1 inhibitor: blocks human mutant IDH1 R132H enzyme | IDH1-R132H enzyme, NADPH consumption, diaphorase/resazurin fluorescence | Potency, µM (top dose mostly 76.6 µM), for the others: at the top dose activity change, negative = inhibition, hits mostly inhibitors | 390,000 tested, 0.093% active | AID 602179; also: potency is read from the fitted curve at half-maximal effect; % is scaled to controls: 0 for no effect and ±100 for the full control effect; nearly all actives have a fitted effect of over 65% in size
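IDH1-R132H (0.5 ug/mL) preincubated 30 min with compound, then NADPH (0.016 mM) and alpha-KG (2 mM) added; 80 min at RT, pH 7.5. Remaining NADPH coupled via diaphorase/resazurin to fluorescence (540/590 nm); concentration-response curves normalized to no-enzyme control.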
PI4K2A inh: blocks human PI4K2A kinase activity. activity change, negative = inhibition, % at 76.9 µM. Q9BTU6. 420,000 tested, 0.13% active. purified PI4K2A, ADP-Glo luminescence, 1 h; hits give low values; in the data active = activity change below about -50%; inconclusive = mostly about -30% to -49%;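 also: -100% = wells without enzyme as full effect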
Target sequence (Q9BTU6 whole entry, looked up): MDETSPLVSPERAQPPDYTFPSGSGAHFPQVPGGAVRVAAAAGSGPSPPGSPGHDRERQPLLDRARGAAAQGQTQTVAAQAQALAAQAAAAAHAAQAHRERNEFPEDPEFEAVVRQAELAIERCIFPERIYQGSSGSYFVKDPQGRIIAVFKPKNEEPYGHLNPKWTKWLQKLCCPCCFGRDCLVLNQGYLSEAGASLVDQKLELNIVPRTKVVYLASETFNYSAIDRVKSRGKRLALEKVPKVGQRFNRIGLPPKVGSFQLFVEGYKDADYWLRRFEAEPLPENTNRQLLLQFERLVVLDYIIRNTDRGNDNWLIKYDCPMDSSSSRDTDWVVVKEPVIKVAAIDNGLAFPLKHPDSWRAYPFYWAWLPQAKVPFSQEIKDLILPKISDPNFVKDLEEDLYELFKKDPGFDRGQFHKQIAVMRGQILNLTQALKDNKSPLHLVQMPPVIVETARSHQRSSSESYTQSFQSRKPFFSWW
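PI4K2A activity was measured by ADP-Glo luminescence: enzyme (4 ug/mL stock) and phosphatidylinositol (1.2 mM stock) in Tris pH 7.5/MgCl2/EGTA/Triton X-100 buffer were reacted with ATP (300 microM stock) for one hour at ambient temperature.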
GRP78 ERSR act: ER stress response induction in glioma; Potency, µM, without a hit: at the top dose activation, actives largely listed as activators; 420,000 tested, 0.02% active; AID 602332; U87-MG GRP78 promoter luciferase reporter, 16 h; also: potency is read from the fitted curve at half-maximal effect; series mostly up to about 76 µM; % of control where 0% means no effect; nearly all actives have a fitted effect of over 35% in size
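Stably transfected U87-MG glioma cells carrying a GRP78-based luciferase sensor; 16 h compound incubation. Luminescence end-point read 10 min after Bright-Glo addition at room temperature.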
LDHA block: inhibitors of human lactate dehydrogenase A | AID 1347041 | 480,000 tested, 0.15% active | activity change, % (values are at about 110 or 230 µM) | purified LDHA, NADH/diaphorase-resazurin fluorescence; hits give low values | P00338; in the data active = activity change below about -30%; inconclusive = mostly about -25% to -30%;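 also: plate controls were DMSO wells for no effect and wells without enzyme for full effect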
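LDH5 2 nM; NADH 0.06 mM, pyruvate 0.2 mM; 200 mM Tris pH 7.4, EDTA, Tween-20; 5 min RT. Detection: diaphorase 0.133 mg/mL + resazurin 37 µM, fluorescence ex540/em590 at 0 and 20 min; normalized to enzyme-free and DMSO wells.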
TrxR1 substrate: is turned over as a substrate by rat TrxR1 | O89049 | purified TrxR1 substrate turnover, NADPH consumption readout | Potency, µM (doses to about 114 µM), for the others: top-dose activity change, negative = substrate turnover | 390,000 tested, 0.01% active | AID 588456; also: potency is read from the fitted curve at half-maximal effect; % is scaled to controls: 0 for no effect and ±100 for the full control effect; nearly all actives have a fitted effect of over 50% in size
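Rat TrxR1, dispensed at 90 nM, was prereduced with 400 uM NADPH (final) for 5 min at ~22 deg C, then incubated with compound 15 min before 400 uM selenite. A first-read NADPH fluorescence drop versus no-compound background flagged substrates.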
Starred values were filed as active, the others as inactive; ? = inconclusive; nt = not tested or not shown; & = joins results of further samples; [ ] = remark or other dose. Unless noted, calls follow the shape of the dose curve; as a rule, active = well fitted curve in the direction sought with a large enough effect; inconclusive = small, poorly fitted or top-dose-only effect, or another doubt; inactive = no such curve, though single readings can be large; an effect the other way counts as inactive or inconclusive.

entry | Compound | USP1 inh | RXFP1 ag | Vif-A3G inh | Vif-A3F inh | mIDH1 inhibitor | PI4K2A inh | GRP78 ERSR act | LDHA block | TrxR1 substrate
1 | O=C(O)C(NC(=O)c1ccccc1)=C(Cl)Cl | -5% | nt | 2% | -6% | -4% | 3 | -7% | -6 | -1%
2 | OC(COCCC12CC3CC(CC(C3)C1)C2)CN1CCCC1 (stereo not drawn) | 0% | -0.5% | 1% | -3% | -3% | -3 | -5% | -2 | -14%
3 | CC/C(=N\NC(=O)CSCc1ccccc1Br)c1ccc2c(c1)OCCO2 | -18% | 0.6% | 0% | nt | 3% | -3 | -1% | -7 | -5%
4 | CC(C)CCC(=O)Nc1cc(S(=O)(=O)N2CCOCC2)ccc1N1CCCC1 | ? | nt | 1% | -2% | 2% | -4 | -4% | -9 | nt
5 | CC1CC(C)CN(Cc2nc(N)nc(Nc3ccc4ccccc4c3)n2)C1 (stereo not drawn) | -3% | -0.7% | -23% | 6% | 1% | -4 | -8% | 17 | -6%
6 | CCOc1ccc(CCNC(=O)COC(=O)c2ccc(C)c(S(=O)(=O)N3CCOCC3)c2)cc1OCC | 1% | nt | 1% | -2% | -1% | 3 | -4% | -6 | nt
7 | COc1ccc(-c2cc(=O)oc3cc(OCC(=O)NCc4ccccn4)ccc23)cc1 | -12% | 1.2% | 0% | 2% | 1% | -1 | 2% | -4 | 2%[57.1 µM]
8 | Cc1ccc(CCNC(=O)C2CCC(CNc3c(N4CCCC4)c(=O)c3=O)CC2)cc1 (stereo not drawn) | -19% | 0.5% | 2% | -3% | -2% | -5 | 1% | -3 | 4%[11.4 µM]
9 | O=C(Cc1cccs1)Nc1nnc(Cc2ccccc2)s1 | -19% | 0.6% | -4% | -11% | 8% | -17 | 1% | 1 | -7%[57.1 µM]
10 | O=C(CN1C(=O)c2ccccc2C1=O)Nc1ccccc1C(=O)NC1CCCCCC1 | -13% | 1.3% | -1% | -16% | 13% | -11 | 3% | -2 | 2%
11 | CC(C)Oc1c(N2CCOCC2)c(=O)c1=O | -26% | 5.2% | 0% | 1% | -5% | 1 | 2% | -10 | -9%
12 | CS(=O)(=O)c1ccc(Cl)c(NC(=O)C2CC(=O)N(Cc3ccco3)C2)c1 (stereo not drawn) | -21% | -0.1% | 3% | 2% | 6% | 1 | -3% | 0 | 0%[57.1 µM]
13 | O=C(CC(C(=O)c1ccccc1)c1ccccc1)c1ccccc1 (stereo not drawn) | -16% | nt | -4% | -12% | -10% | 2 | -2% | -6 | 0%
14 | O=C(Oc1ccccc1C(=O)Oc1ccccc1)c1ccco1 | -6% | 0.9% | 0% | 0% | 6% | 0 | -3% | -3 | 12%[57.1 µM]
15 | Cc1ccccc1-c1nc(CS(=O)CC(=O)NCc2ccccc2)c(C)o1 (stereo not drawn) | -21% | 2.0% | -1% | -2% | 2% | -6 | -3% | -2 | 11%[57.1 µM]
16 | CCOc1ccc(-c2ncncc2-c2ccc(OC)c(OC)c2)c(O)c1 | -22% | 0.3% | -6% | 4% | -2% | -6 | -3% | -5 | 2%
17 | Cc1ccc2[nH]cc(CCNC(=O)c3cccnc3)c2c1 | -2% | 0.3% | -2% | -12% | 1% | 6 | -2% | -6 | 5%
18 | COc1ccc(-c2[nH]c(-c3ccccc3)nc2SCC(=O)NC2CCCC2)cc1 | 15%&-21% | 0.3%&2.9% | 0%&-4% | 2%&-1% | -9%&27% | -1&-21 | -3%&-3% | 1&4 | 10%
19 | COc1cccc(-c2nn(C)c3sc(C(=O)NCc4cc(OC)ccc4OC)cc23)c1 | ? | 2.5% | -16% | 1% | 1% | 1 | 0% | 2 | 24%
20 | Cc1ccc(O/C=C2\OC(=O)c3ccccc32)cc1 | -16% | 1.1% | -5% | 7% | 3% | 5 | -1% | -5 | 7%
21 | Cc1ccccc1NC(=O)COc1ccccc1C | -3% | -1.0% | 1% | -1% | 2% | 1 | 2% | -5 | -3%
22 | Cc1cccc(C(=O)N2CCN(c3ccc([N+](=O)[O-])c(NCc4ccco4)c3)CC2)c1 | -3% | 5.2% | 2% | 9% | 8% | 6 | 1% | -6 | 5%[57.1 µM]
23 | Cc1cc(Cl)c(S(=O)(=O)N2CCCC2)cc1OCC(N)=O | 3% | -0.2% | 0% | 4% | -1% | 4 | 12% | -4 | 4%[57.1 µM]
24 | Cc1c(CCC(=O)N[C@@H](C)C(=O)O)c(=O)oc2c(C)c3oc4c(c3cc12)CCCC4 | -8% | 3.9% | 1% | -8% | 5% | 1 | -11% | -5 | 11%
25 | O=C(/C=C/c1ccccc1)Nc1nnc(SCC(=O)c2ccc3ccccc3c2)s1 | -12% | -1.1% | 0% | 3% | 0% | 2 | 3% | -8 | 20%
26 | COc1ccc(N2C(=O)c3ccccc3NC2c2ccc(OC)c(Cn3cc([N+](=O)[O-])cn3)c2)cc1 (stereo not drawn) | -17% | 0.0% | -5% | 1% | 9% | 9 | 0% | -1 | -1%[57.1 µM]
27 | CC1CC(=O)Nc2ccccc2N1C(=O)CSc1ccc2ccccc2n1 (stereo not drawn) | -4% | nt | ? | ? | 8% | 1 | 0% | -2 | -1%
28 | COc1ccc(C(C(=O)NC2CCCC2)N(Cc2ccc(F)cc2)C(=O)c2ccn[nH]2)cc1OC (stereo not drawn) | 5% | -0.3% | -2% | -5% | -1% | -1 | -3% | -7 | 7%
29 | CCn1c(=O)c2sccc2n2c(CCCC(=O)N3CCN(c4ccc(OC)cc4)CC3)nnc12 | 1% | 14% | -9% | 0% | 1% | -2 | -2% | -6 | 5%
30 | CCOc1cc(C2NC(=O)c3c(sc4c3CCN(C)C4)N2)ccc1OC(=O)c1ccc(F)cc1 (stereo not drawn) | -22% | 4.2% | nt | nt | nt | -3 | nt | 3 | 11%
31 | COc1ccc(-n2c(C)cc(/C=C/c3nc(O)c([N+](=O)[O-])c(=O)[nH]3)c2C)cc1 | -13% | -0.4% | 0% | 10% | -2% | -6 | -3% | 1 | -10%
32 | CCC(C)(C)n1nnnc1C(c1ccccc1F)N1CCC(C(N)=O)CC1 (stereo not drawn) | 2% | 0.2% | 1% | -6% | -3% | -4 | -3% | -4 | 3%
33 | Cc1ccccc1Nc1nnc(-c2ccc(C)c(S(=O)(=O)N3CCN(C)CC3)c2)c2ccccc12 | -18% | 11% | -15% | 2% | -8% | 0 | -2% | 0 | 0%
34 | COc1cc(OC)c(NC(=O)N2CCOCC2)cc1Cl | -18% | -0.2% | 0% | 3% | -2% | 1 | 0% | 0 | 5%[57.1 µM]
35 | Clc1ncn(CCOc2ccccc2)c1Cl | -3% | 0.3% | -10% | 9% | 5% | 4 | -3% | -5 | 5%[57.1 µM]
36 | COc1ccccc1NC(=O)CN1C(=O)c2ccccc2Sc2ccc(C(=O)N3CCCC3)cc21 | -26% | 2.0% | -4% | -7% | 63%[activator] | -2 | -3% | -5 | 0%[57.1 µM]

Given with one line to a screen: part of the list above.
[7] COc1ccc(-c2cc(=O)oc3cc(OCC(=O)NCc4ccccn4)ccc23)cc1
[8] Cc1ccc(CCNC(=O)C2CCC(CNc3c(N4CCCC4)c(=O)c3=O)CC2)cc1 (stereo not drawn)
[9] O=C(Cc1cccs1)Nc1nnc(Cc2ccccc2)s1
[10] O=C(CN1C(=O)c2ccccc2C1=O)Nc1ccccc1C(=O)NC1CCCCCC1
[11] CC(C)Oc1c(N2CCOCC2)c(=O)c1=O
[12] CS(=O)(=O)c1ccc(Cl)c(NC(=O)C2CC(=O)N(Cc3ccco3)C2)c1 (stereo not drawn)
[13] O=C(CC(C(=O)c1ccccc1)c1ccccc1)c1ccccc1 (stereo not drawn)
[14] O=C(Oc1ccccc1C(=O)Oc1ccccc1)c1ccco1
Assay by compound | 7 | 8 | 9 | 10 | 11 | 12 | 13 | 14
USP1 inh | -12% | -19% | -19% | -13% | -26% | -21% | -16% | -6%
RXFP1 ag | 1.2% | 0.5% | 0.6% | 1.3% | 5.2% | -0.1% | nt | 0.9%
Vif-A3G inh | 0% | 2% | -4% | -1% | 0% | 3% | -4% | 0%
Vif-A3F inh | 2% | -3% | -11% | -16% | 1% | 2% | -12% | 0%
mIDH1 inhibitor | 1% | -2% | 8% | 13% | -5% | 6% | -10% | 6%
PI4K2A inh | -1 | -5 | -17 | -11 | 1 | 1 | 2 | 0
GRP78 ERSR act | 2% | 1% | 1% | 3% | 2% | -3% | -2% | -3%
LDHA block | -4 | -3 | 1 | -2 | -10 | 0 | -6 | -3
TrxR1 substrate | 2%[57.1 µM] | 4%[11.4 µM] | -7%[57.1 µM] | 2% | -9% | 0%[57.1 µM] | 0% | 12%[57.1 µM]

[15] Cc1ccccc1-c1nc(CS(=O)CC(=O)NCc2ccccc2)c(C)o1 (stereo not drawn)
Assay by compound | 15
USP1 inh | -21%
RXFP1 ag | 2.0%
Vif-A3G inh | -1%
Vif-A3F inh | -2%
mIDH1 inhibitor | 2%
PI4K2A inh | -6
GRP78 ERSR act | -3%
LDHA block | -2
TrxR1 substrate | 11%[57.1 µM]

A portion of the library. The share of hits here may be higher or lower than overall.
